# GAA spleen mod: qHTS Assay for Inhibitors and Activators of Human alpha-Glucosidase From Spleen Homogenate; Lysosomal alpha-glucosidase (Homo sapiens), P10253; human spleen homogenate, 4-MU-alpha-glucoside fluorescence; Potency, µM (doses to about 79.9 µM), without a hit: at the top dose activity change, negative = inhibition, most hits filed as inhibitors; 0.006% of 240,000 active; AID 2112, 2009;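 also: 0% = enzyme with vehicle and -100% = no enzyme basal signal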
#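 Human spleen homogenate (1 ug) incubated with compounds and 1 mM 4-methylumbelliferyl-alpha-D-glucopyranoside in pH 5.0 citrate/phosphate buffer, 37 C, 40 min. Stopped at pH 10; 4-MU fluorescence (Ex 365/Em 440 nm); AC50 by Hill fit.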
# NPSR antagonist: qHTS Assay for Antagonists of the Neuropeptide S Receptor: cAMP Signal Transduction | Q6W5P4 | CHO-NPSR cells, cAMP TR-FRET, antagonist mode | Potency, µM (series often up to 38.3 µM), for the others: at the highest dose activity change, negative = inhibition, hits mostly inhibitors | 1% of 220,000 active | AID 1461, 2008; also: % is scaled to controls: 0 for no effect and ±100 for the full control effect; nearly all actives have a fitted effect of over 50% in size; many of its hits are not listed in these tables
# Target sequence (Q6W5P4 whole entry, looked up): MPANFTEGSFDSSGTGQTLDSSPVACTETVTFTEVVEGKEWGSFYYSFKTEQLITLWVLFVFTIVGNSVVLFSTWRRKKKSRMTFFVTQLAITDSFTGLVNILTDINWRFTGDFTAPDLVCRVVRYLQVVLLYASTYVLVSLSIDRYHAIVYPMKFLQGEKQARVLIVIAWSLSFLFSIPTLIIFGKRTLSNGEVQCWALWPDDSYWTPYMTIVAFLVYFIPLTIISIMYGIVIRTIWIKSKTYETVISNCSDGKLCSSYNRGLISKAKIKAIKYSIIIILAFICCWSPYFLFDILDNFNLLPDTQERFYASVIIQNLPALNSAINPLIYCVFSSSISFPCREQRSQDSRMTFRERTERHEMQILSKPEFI
# ALDH1A1 block: qHTS Assay for Inhibitors of Aldehyde Dehydrogenase 1 (ALDH1A1); Potency, µM (highest dose often 75.3 µM), without a hit: top-dose activity, negative = inhibition, actives largely listed as inhibitors; Aldehyde dehydrogenase 1A1 (Homo sapiens), P00352; 7.3% of 220,000 active; Purified ALDH1A1, NADH fluorescence, propionaldehyde substrate; active = well fitted inhibition curve with a large enough effect, not every such curve was filed as active; inconclusive = small, poorly fitted or top-dose-only effect, or another doubt; inactive = no such curve, though single readings can be large or run the other way;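 also: plate controls were no enzyme wells and a reference inhibitor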
# Target sequence (P00352 whole entry, looked up): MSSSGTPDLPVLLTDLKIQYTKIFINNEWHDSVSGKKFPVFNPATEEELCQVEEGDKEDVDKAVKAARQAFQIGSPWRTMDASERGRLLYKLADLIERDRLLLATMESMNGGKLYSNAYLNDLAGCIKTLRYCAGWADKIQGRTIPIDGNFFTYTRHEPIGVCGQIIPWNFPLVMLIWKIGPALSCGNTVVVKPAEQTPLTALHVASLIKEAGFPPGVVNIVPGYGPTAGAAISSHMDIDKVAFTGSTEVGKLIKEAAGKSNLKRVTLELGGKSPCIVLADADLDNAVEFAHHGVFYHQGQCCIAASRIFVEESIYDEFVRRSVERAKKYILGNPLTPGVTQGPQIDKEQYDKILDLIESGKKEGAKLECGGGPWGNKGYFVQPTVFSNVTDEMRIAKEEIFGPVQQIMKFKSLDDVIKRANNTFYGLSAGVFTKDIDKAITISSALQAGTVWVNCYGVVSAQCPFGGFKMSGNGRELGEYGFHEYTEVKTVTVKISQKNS
# Epigenetic reg: Quantitative High-Throughput Screen for Regulators of Epigenetic Control; murine LDR cells, GFP reporter derepression, 30 h; Potency, µM (top dose mostly 53.9 µM), without a hit: at the highest dose GFP activation, actives largely listed as activators; 0.2% of 280,000 active; also: % of control where 0% means no effect; nearly all actives have a fitted effect of over 60% in size
#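 In this reporter-derepression format, murine cells bearing a silenced integrated CMV-GFP locus incubate with test compound (30 h, 37 C), then are washed and imaged; fluorescent objects of 20–120 um count as induced cells.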
# GAA inhib: qHTS Assay for Inhibitors of Human alpha-Glucosidase as a Potential Chaperone Treatment of Pompe Disease | Lysosomal alpha-glucosidase (Homo sapiens), P10253 | purified human GAA, 4-MU-alpha-glucoside fluorescence | Potency, µM (titrated, usually from 76.9 µM), for inactives: top-dose activity change, negative = inhibition, hits mostly inhibitors | 0.005% of 200,000 active | AID 1466, 2008;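 also: plate controls were uninhibited enzyme wells for no effect and no-enzyme background for full effect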
#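 Enzyme (4 nM final) mixed with compound (up to 77 uM), then 4-MU-alpha-D-pyranoside (400 uM final) added; 20 min at room temperature, pH 5.0. Reaction stopped at pH 10, fluorescence read, AC50 derived by Hill fit.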
# aGal spleen mod: qHTS Assay for Inhibitors and Activators of Human alpha-Galactosidase From Spleen Homogenate; human spleen homogenate, 4MU-alpha-Gal fluorescence, 40 min; AID 2107, 2009; Alpha-galactosidase A (Homo sapiens), P06280; 0.008% of 240,000 active; Potency, µM (doses to about 80 µM), for inactives: top-dose activity change, negative = inhibition, actives largely listed as inhibitors;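 also: 0% = enzyme with vehicle and -100% = no enzyme basal signal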
#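 Human spleen homogenate (1 ug) as enzyme source, 4-methylumbelliferyl-alpha-D-galactopyranoside 1 mM final, citrate/phosphate pH 5.0 with 0.01% Tween-20. Compounds 40 min at 37C, NaOH/glycine stop; fluorescence Ex 365/Em 440, Hill-fit AC50.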
# GAA glycogen: qHTS Assay for Inhibitors and Activators of Human alpha-Glucosidase Cleavage of Glycogen; recombinant GAA, glycogen substrate, Amplex Red glucose oxidase fluorescence; Lysosomal alpha-glucosidase (Homo sapiens), P10253; AID 2100, 2009; Potency, µM (doses to about 76.4 µM), inactives show at the highest dose activity change, negative = inhibition, most hits filed as inhibitors; 0.38% of 300,000 active;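 also: 0% = full enzyme reaction and -100% = no-enzyme basal signal; the screen sought inhibitors and activators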
#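 qHTS, 1536-well; enzyme 4 nM final; cpd up to 77 uM; substrate bovine liver glycogen 30 ug; 50 mM citrate/phosphate pH 5.0, 0.01% Tween-20; 37 C, 40 min; Amplex Red detection 45 min RT; Hill fit → AC50.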
# Tau fluor cs: Counterscreen qHTS for Inhibitors of Tau Fibril Formation, Fluorescence Polarization. tau K18 P301L (four-repeat tau fragment) Alexa594 fluorescence, heparin fibrillization. Potency, µM (titrated, usually from 57.7 µM), for inactives: at the top dose activity change, negative = decrease. 0.93% of 280,000 active. AID 1463, 2008; also: % is scaled to controls: 0 for no effect and ±100 for the full control effect; nearly all actives have a fitted effect of over 55% in size
#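 Human K18 P301L tau (15 uM unlabeled plus 0.24 uM Alexa 594-labeled, final) in 100 mM sodium acetate pH 7 was mixed with compound and 20 uM heparin and incubated 6 hr at 37 C.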
# * hit, by the source's call; u = inconclusive; x = not tested or not shown; [ ] = remark or other dose. Unless noted, calls follow the shape of the dose curve; as a rule, active = well fitted curve in the direction sought with a large enough effect; inconclusive = small, poorly fitted or top-dose-only effect, or another doubt; inactive = no such curve, though single readings can be large; an effect the other way counts as inactive or inconclusive. Potency is read from the fitted curve at half-maximal effect. An excerpt; rates above refer to the full screens.
# Values in the order: GAA spleen mod	NPSR antagonist	ALDH1A1 block	Epigenetic reg	GAA inhib	aGal spleen mod	GAA glycogen	Tau fluor cs
1: O=C(Cc1c[nH]c2ccccc12)N1CCN(c2ccccc2)CC1
  -21%	-3%	-1%	-1.5%	-7%	-2%	-4%	-18%
2: COc1ccc(N2CC(C(=O)NCCCN3CCOCC3)CC2=O)cc1 (stereo unspecified)
  -2%	-6%[46.1 µM]	6%	1.1%	-7%	1%	-9%	2%
3: O=[N+]([O-])c1cccc(Cl)c1N1CCOCC1
  7%	8%	-2%	-1.8%	-6%	-1%	2%	7%
4: Cc1cc(NC(=O)Nc2cccc(C(F)(F)F)c2)no1
  -1%	-6%[46.1 µM]	11%	-0.7%	-24%	-5%	-8%	-18%
5: Cc1cc(C)c2cc(CN(Cc3ccco3)C(=S)NCC3CCCO3)c(=O)[nH]c2c1 (stereo unspecified)
  0%	17%	25µM*	2.0%	-13%	2%	-4%	-14%
6: Cc1ccc(CN(Cc2cccnc2)C(=S)Nc2cc(Cl)ccc2C)cc1
  1%	u	u	-0.2%	-4%	-1%	-9%	-22%
7: CC(C)(C)c1ccc(/C=N/NC(=S)NCc2ccccc2)cc1
  -2%	-44%	10%	-1.5%	-2%	2%	-10%	-11%
8: O=C(O)C[C@@H]1C(=O)O[C@@H]2C(COC(=O)c3cc(O)c(O)c(O)c3)O[C@@H](OC(=O)c3cc(O)c(O)c(O)c3)[C@@H](OC(=O)c3cc(O)c(O)c4c3[C@H]1[C@H](O)C(=O)O4)[C@H]2OC(=O)c1cc(O)c(O)c(O)c1 (stereo partly specified)
  u	-20%	x	-3.2%	x	10%	1.6µM*	u
9: COC(=O)c1cc2ccccc2c(-c2c(OC)c(C(=O)OC)cc3ccccc23)c1OC
  -11%	u	u	9.7%	5%	-5%	-2%	-19%
10: COC(=O)CCC(=O)c1oc2ccc(Cl)cc2c1NC(=O)CCCN1C(=O)c2ccccc2C1=O
  -1%	-13%[46.1 µM]	-11%	11%	4%	-3%	4%	-19%
11: Cc1ccc(-c2csc(NC(=O)CSc3nc4ccccc4[nH]3)n2)cc1
  7%	-17%[46.1 µM]	5%	0.0%	-2%	7%	-2%	-24%
12: CCCNC(=O)NC(=O)COc1ccc(-c2ccc(C#N)cc2)cc1
  0%	13%	0%	-0.2%	-2%	-12%	11%	2%
13: CC1CCC(NC(=O)C2CCN(c3cnccn3)CC2)CC1 (stereo unspecified)
  -6%	-6%[46.1 µM]	8%	0.0%	-2%	1%	2%	12%
14: CC(=O)c1cccc(NC(=O)COc2ccc(S(=O)(=O)N3CCCCC3)cc2)c1
  -12%	u	-12%	-0.7%	-7%	-5%	-12%	-24%
15: C/C=C\C=C\C(=O)N1CC2(CC(c3cccc(NC(=O)COc4ccc(Cl)cc4)c3)=NO2)C[C@H]1C(N)=O (stereo partly specified)
  -2%	3%	x	1.6%	x	-13%	6%	10%
16: CCCc1cc(Nc2c(C)n(C)n(-c3ccccc3)c2=O)n2c(nc3ccccc32)c1C#N
  -2%	u	u	-3.2%	u	10%	14µM*	-3%
17: O=C1CC(c2ccccc2)Sc2nc3ccccc3n21 (stereo unspecified)
  3%	-3%	-2%	-0.2%	2%	1%	-6%	-7%
18: CCc1ccc(/C=C2/C(=O)N(CC)C(=S)N2C)s1
  -1%	7%	u	-1.1%	-3%	1%	-9%	-13%
19: Cc1ccc(S(=O)(=O)N(C)CCCC(=O)NCc2ccc3c(c2)OCO3)cc1
  -5%	-16%[46.1 µM]	-15%	0.0%	0%	-3%	-5%	-6%
20: CC(=O)NC(NC(=S)Nc1ccc(S(N)(=O)=O)cc1)C(Cl)(Cl)Cl (stereo unspecified)
  0%	57%	x	-1.2%	x	-3%	0%	-7%
21: O=C(NCCCO)/C(=C\c1cn(-c2ccccc2)nc1-c1cccnc1)NC(=O)c1ccccc1
  14%	-4%	1.8µM*	1.1%	-4%	15%	-1%	7%
22: CCCN(S(=O)(=O)c1ccc(OCC)cc1)S(=O)(=O)c1cccs1
  5%	-11%[46.1 µM]	u	-0.9%	0%	4%	-10%	-25%
23: COCCn1c(=S)[nH]c2cc(C(=O)NCCc3ccc(OC)c(OC)c3)ccc2c1=O
  -5%	4%[46.1 µM]	-5%	-3.1%	u	-7%	2%	-15%
24: COc1ccc(C2CC(c3cccs3)=NN2S(C)(=O)=O)cc1OC (stereo unspecified)
  6%	4%	-5%	2.9%	u	-1%	13%	1%
25: CN1C(C(=O)NCc2cccc(Br)c2)CC2Cn3c(nc4ccccc43)C21 (stereo unspecified)
  6%	-1%	x	-1.6%	x	-9%	1%	8%
26: CCOC(=O)c1c(/N=C/N(C)C)sc(/C=N/Nc2ccccc2)c1-c1ccc(Cl)cc1
  2%	-13%	-14%	11µM*	3%	-3%	-1%	u
27: CS(=O)(=O)N(CC(=O)NCCSc1ccc(Cl)cc1)c1ccc2c(c1)OCO2
  9%	-9%[46.1 µM]	7%	-2.2%	-3%	2%	3%	-20%
28: COC(=O)COc1ccc(-c2ccc(F)cc2)cc1C=O
  0%	1%	u	4.2%	2%	-2%	4%	-8%
29: COC(=O)CSc1nnc2n(-c3ccc(OC)cc3)c(=O)c3c4c(sc3n12)CCCCC4
  4%	u	u	9.8%	-3%	3%	2%	0%
30: Oc1cccc(NC(=S)Nc2ccccc2)c1
  6%	13%	x	0.0%	x	4%	-23%	-18%

# One compound at a time, as listed above. Values in the order: GAA spleen mod, NPSR antagonist, ALDH1A1 block, Epigenetic reg, GAA inhib, aGal spleen mod, GAA glycogen, Tau fluor cs
# Profile of `COC(=O)c1cc2ccccc2c(-c2c(OC)c(C(=O)OC)cc3ccccc23)c1OC` → -11%, u, u, 9.7%, 5%, -5%, -2%, -19%
# Profile of `CCCNC(=O)NC(=O)COc1ccc(-c2ccc(C#N)cc2)cc1` → 0%, 13%, 0%, -0.2%, -2%, -12%, 11%, 2%
# Profile of `Cc1cc(C)c2cc(CN(Cc3ccco3)C(=S)NCC3CCCO3)c(=O)[nH]c2c1` (stereo unspecified) → 0%, 17%, 25µM*, 2.0%, -13%, 2%, -4%, -14%

# The results go on.
# Values in the order: GAA spleen mod	NPSR antagonist	ALDH1A1 block	Epigenetic reg	GAA inhib	aGal spleen mod	GAA glycogen	Tau fluor cs
31: CC(NC(=O)C1(S(=O)(=O)c2ccc(Cl)cc2)CC1)c1ccccc1 (stereo unspecified)
  2%	9%	u	0.0%	-12%	-1%	-7%	0%
32: O=C(NCc1ccc2c(c1)OCO2)c1cc2n(n1)C(C(F)(F)F)CC(c1ccc3c(c1)OCO3)N2 (stereo unspecified)
  2%	0%[46.1 µM]	3%	0.0%	-2%	0%	4%	5%
33: Cc1ccc(C(=O)COC(=O)c2ccc3c(c2)C(=O)N(c2cccc4ncccc24)C3=O)cc1C
  -5%	-18%[46.1 µM]	15%	-1.2%	-10%	-25%	4%	-10%
34: CCOC(=O)/C(=C/c1ccc(N2CCC(c3ccccc3)=N2)cc1)C(C)=O
  -7%	-30%	-2%	3.9%	-1%	-5%	-7%	16µM*[quencher]
35: Cc1ccccc1NC(=O)c1oc(=O)c2ccccc2c1-c1ccccc1
  -1%	-27%	u	-1.8%	-1%	-6%	8%	-4%
36: CCc1nc(SCC(=O)Nc2ccc(OC)cc2[N+](=O)[O-])n[nH]1
  5%	-5%	x	16%	x	2%	-12%	-5%
37: O=C(O)CCCNS(=O)(=O)c1ccc(F)cc1
  8%	10%[46.1 µM]	15%	-0.9%	-2%	6%	-4%	-6%
38: O=c1c2oc3ccccc3c2ncn1Cc1ccccc1F
  -2%	-13%[46.1 µM]	u	1.4%	-8%	2%	0%	-1%
39: Cc1ccc2[nH]c(=O)c(CN(Cc3cccs3)Cc3nnnn3CC3CCCO3)cc2c1 (stereo unspecified)
  -4%	u	20µM*	0.0%	-7%	-2%	-4%	-4%
40: COCC1CCN(Cc2cn[nH]c2-c2cc(OC)c(OC)c(OC)c2)CC1
  3%	14%	u	-0.1%	u	-2%	17%	-9%[2.34 µM]
41: COc1nc(NCC(C)C)nc(Oc2ccc(OCc3ccccc3)nn2)n1
  -11%	-11%[46.1 µM]	-9%	-1.1%	-7%	8%	1%	-9%
42: CSC[C@@H]1NC(=S)N(c2ccc(C)cc2)C1=O
  3%	-11%	-6%	-2.2%	u	-1%	1%	3%
43: OCCNCc1cccc(OCc2ccc(Cl)cc2)c1
  6%	10%	4%	-0.7%	3%	3%	3%	2%
44: O=C1C(=O)N(c2ccccc2)c2ccccc21
  2%	u	6.3µM*	-1.0%	u	-2%	0%	-4%
45: O=C(O)C1CCN(c2ccc([N+](=O)[O-])cc2[N+](=O)[O-])CC1
  6%	2%	x	-0.4%	x	-6%	1%	9%
46: O=C(NNS(=O)(=O)c1ccc(F)cc1F)C1Cc2c(ccc3ccccc23)O1 (stereo unspecified)
  -17%	-4%[46.1 µM]	2%	0.0%	0%	16%	2%	-3%
47: CCCNC(=S)Nc1ccc(S(N)(=O)=O)cc1
  -3%	-2%	10%	0.5%	-2%	3%	-5%	-1%
48: O=[N+]([O-])c1ccc(N2CCN(c3ccc(O)cc3)CC2)c(Cl)c1
  1%	-18%	7.9µM*	-2.2%	3%	6%	10µM*	14µM*[quencher]
49: COc1ccc2[nH]c(-c3ccc(C)cc3)cc(=O)c2c1
  -5%	8%	u	3.9%	4%	-3%	3%	-4%
50: COC(=O)[C@H]1C[C@H]2CC[C@H](O)C[C@H]2N1Cc1c(F)cccc1Cl
  2%	x	1%	1.8%	x	6%	x	-5%
51: Cc1cccc(Nc2ncc3c(n2)CC(c2ccco2)CC3=O)c1 (stereo unspecified)
  3%	-14%[46.1 µM]	u	-9.5%	-6%	2%	-4%	-7%
52: Cc1cccc(NC(=O)CSc2ncnc3nc[nH]c23)c1C
  -2%	-2%[46.1 µM]	3%	0.0%	3%	-15%	4%	-13%
